# Akt phos inh = HTS Assay for Inhibitors of Akt Phophorylation: Primary Screen | Neuro2A IGF-stimulated pAkt S473 HTRF, 20 min; stronger effect = lower value | activity change, % for hits at 50 µM | 360,000 compounds, 0.32% hits; in the data active = activity change below about -80%; inconclusive = mostly about -51% to -80%; also: % is scaled to controls: 0 for no effect and ±100 for the full control effect
#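 Neuro2A cells in DMEM with 0.5% FBS, overnight at 37 deg C, given compound at single 50 µM final, then IGF (6 nM final) for 20 min at 37 deg C. Lysed; phospho-Akt Ser473 by HTRF after 24 h, 665/615 ratio.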
# FUS suppressor = qHTS for Suppressors of FUS Proteinopathy: Primary screen using FUS-linked yeast assay; S. cerevisiae FUS-expressing, growth rescue, OD600, 24 h; Potency, µM (highest dose often 76.6 µM), inactives show at the top dose growth rescue (activation), hits mostly activators; 390,000 compounds, 0.24% hits; AID 1347120, 2019;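 also: potency is read from the fitted curve at half-maximal effect; plate controls were DMSO vehicle for no effect and reference control for full effect; nearly all actives have a fitted effect of over 55% in size; some results filed as inactive show a strong effect at the top dose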
#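 Cultures pregrown in 2.5% raffinose medium are shifted to minimal medium containing 2% galactose to express toxic FUS. Compounds are tested at several concentrations. After 24hr at 30C, growth is quantified at 600 nm absorbance.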
# GLP1R inv ag = qHTS of GLP-1 Receptor Inverse Agonists (Inhibition Mode) | HEK293 GLP-1R CRE-luciferase, luminescence, 24 h; GLP-1R form is constitutively active | Potency, µM (series often up to 38.3 µM), for the others: top-dose activity change, negative = inhibition, hits mostly inhibitors | AID 624417, 2012 | 410,000 compounds, 1.6% hits | Glucagon-like peptide 1 receptor (Homo sapiens), P43220; also: potency is read from the fitted curve at half-maximal effect; % is scaled to controls: 0 for no effect and ±100 for the full control effect; nearly all actives have a fitted effect of over 55% in size
#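 Luminescence readout: a drop in cAMP-driven luciferase signal flags inverse agonism at a constitutively active GLP-1R stably expressed in HEK293. Compound exposure lasted 24 hr at 37 deg C, 5% CO2.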
# PTHR1 agonist = qHTS for PTHR1 Agonists: Primary Screen. AID 743266, 2014. HEK293 GP2 PTHR1 cells, GloSensor cAMP luminescence, 1 h. Potency, µM (titrated, usually from 115 µM), for the others: at the highest dose activation, hits mostly activators. 410,000 compounds, 0.075% hits. Parathyroid hormone/parathyroid hormone-related peptide receptor (Homo sapiens), Q03431; also: potency is read from the fitted curve at half-maximal effect; nearly all actives have a fitted effect of over 55% in size; some results filed as inactive show a strong effect at the top dose; inactives centre near -15; many of its hits are not listed in these tables
# Target sequence (Q03431 whole entry, looked up): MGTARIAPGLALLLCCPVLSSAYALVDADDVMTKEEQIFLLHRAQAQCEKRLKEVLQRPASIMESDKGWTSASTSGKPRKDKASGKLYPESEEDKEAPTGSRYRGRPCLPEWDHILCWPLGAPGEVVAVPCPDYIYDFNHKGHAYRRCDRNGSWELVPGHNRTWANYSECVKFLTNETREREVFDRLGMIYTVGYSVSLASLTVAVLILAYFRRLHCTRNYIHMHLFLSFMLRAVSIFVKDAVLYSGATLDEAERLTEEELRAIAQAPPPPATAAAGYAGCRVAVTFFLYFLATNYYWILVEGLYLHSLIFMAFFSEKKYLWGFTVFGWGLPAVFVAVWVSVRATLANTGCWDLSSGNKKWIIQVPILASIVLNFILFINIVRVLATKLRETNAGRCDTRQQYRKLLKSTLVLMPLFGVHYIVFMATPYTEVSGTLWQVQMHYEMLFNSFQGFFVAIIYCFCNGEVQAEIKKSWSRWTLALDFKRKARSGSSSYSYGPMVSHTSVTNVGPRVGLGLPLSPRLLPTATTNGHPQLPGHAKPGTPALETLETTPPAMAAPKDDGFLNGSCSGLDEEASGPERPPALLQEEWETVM
#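 HEK-293-derived GP2 cells expressing PTHR1 and a GloSensor cAMP reporter, 3,000/well, plated overnight, given luciferin plus IBMX (each 0.5 mM as added) for 1 h at 37 °C, then compound for 1 h at 37 °C. Luminescence was read after 15 min at room temperature.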
# D3 antag = qHTS of D3 Dopamine Receptor Antagonist: qHTS; 360,000 compounds, 2.5% hits; max response, negative = inhibition, %; D(3) dopamine receptor (Homo sapiens), P35462; AID 652054, 2013; D3R cells, DiscoveRx beta-arrestin luminescence, antagonist mode; stronger effect = lower value; in the data active = max response below about -50%; inconclusive = no clear call, values can overlap the other calls; also: % is scaled to controls: 0 for no effect and ±100 for the full control effect; mostly tested at two doses, the higher about 12 µM
# Target sequence (P35462 whole entry, looked up): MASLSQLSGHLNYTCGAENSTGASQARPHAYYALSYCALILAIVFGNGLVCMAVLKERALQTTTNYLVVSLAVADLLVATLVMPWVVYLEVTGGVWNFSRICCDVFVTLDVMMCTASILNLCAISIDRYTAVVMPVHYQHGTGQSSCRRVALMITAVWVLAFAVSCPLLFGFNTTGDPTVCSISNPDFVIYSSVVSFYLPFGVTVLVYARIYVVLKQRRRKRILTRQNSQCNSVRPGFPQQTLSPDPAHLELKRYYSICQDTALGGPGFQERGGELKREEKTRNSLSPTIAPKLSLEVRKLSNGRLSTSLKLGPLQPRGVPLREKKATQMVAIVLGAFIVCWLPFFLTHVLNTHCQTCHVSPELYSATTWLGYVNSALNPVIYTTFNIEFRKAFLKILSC
#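 Cells expressing the human receptor were seeded at 1500 cells/well, incubated overnight at 37 degrees C in 5% CO2, then exposed to library compounds with dopamine controls for 90 minutes at 37 degrees C before luminescent detection.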
# TDP-43 yeast inh = qHTS of TDP-43 Inhibitors; 410,000 compounds, 1.8% hits; Potency, µM (top dose mostly 46.1 µM), for inactives: at the top dose growth rescue (activation), hits mostly activators; AID 652104, 2013; TDP-43 expressing yeast growth rescue, BacTiter-Glo, 24 h; also: potency is read from the fitted curve at half-maximal effect; % of control where 0% means no effect; nearly all actives have a fitted effect of over 50% in size
#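 In this qHTS, compounds that restore growth of yeast expressing TDP-43 appear as activators. Cells (OD600=0.02, galactose medium, raffinose-pregrown) are incubated with compound 24 hr at 30 deg C and growth is quantified by BacTiter-Glo.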
# Abeta yeast res = qHTS for compounds that reverse cellular toxicity of Amyloid beta (A-beta) peptide in yeast: Primary Screen | 410,000 compounds, 0.063% hits | yeast expressing A-beta42, growth rescue, OD600, 48 h; response scale: 0% DMSO, 100% iron-clioquinol control | Potency, µM (doses to about 46.1 µM), for the others: at the top dose growth rescue, most hits filed as activators | AID 1347071, 2019; also: potency is read from the fitted curve at half-maximal effect; nearly all actives have a fitted effect of over 55% in size
#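 Growth rescue measured by 600 nm absorbance after 48 h yeast culture at 30 C with compound. Values normalized between DMSO and an equimolar ferric chloride plus clioquinol control.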
# aSyn rescue = qHTS of alpha-syn Inhibitors; 370,000 compounds, 0.14% hits; Yeast expressing alpha-synuclein, growth rescue, BacTiter-Glo, 24 h; Potency, µM (highest dose often 46.1 µM), without a hit: at the highest dose growth rescue (activation), actives largely listed as activators; also: potency is read from the fitted curve at half-maximal effect; % of control where 0% means no effect; nearly all actives have a fitted effect of over 65% in size
#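 Rescue of yeast growth: cells expressing toxic alpha-synuclein, induced in galactose at OD600 0.02, incubated with compound 24 h at 30 C. ATP luminescence quantified growth; inhibitors of toxicity appear as activators.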
# GLP-1R agonist = qHTS of GLP-1 Receptor Agonists. Glucagon-like peptide 1 receptor (Homo sapiens), P43220. HEK293 GLP-1R CRE-luciferase, luminescence, 4-6 h; cells express a hypersensitive GLP-1R form. Potency, µM (doses to about 45.6 µM), for the others: at the highest dose activation, most hits filed as activators. 380,000 compounds, 0.007% hits. AID 624172, 2012; also: potency is read from the fitted curve at half-maximal effect; % of control where 0% means no effect
# Active calls of the source: *; i = inactive; ? = inconclusive; · = no result given; & = joins results of further samples; [ ] = dose if it differs, or a comment. Unless noted, calls follow the shape of the dose curve; as a rule, active = well fitted curve in the direction sought with a large enough effect; inconclusive = small, poorly fitted or top-dose-only effect, or another doubt; inactive = no such curve, though single readings can be large; an effect the other way counts as inactive or inconclusive. Not all compounds are listed. The share of hits here may be higher or lower than overall.
SMILES,Akt phos inh,FUS suppressor,GLP1R inv ag,PTHR1 agonist,D3 antag,TDP-43 yeast inh,Abeta yeast res,aSyn rescue,GLP-1R agonist
CCCOc1ccc2[nH]c(C(=O)N/N=C/c3cc(OC)c(OC)c(OC)c3)cc2c1,i,2.9%,12.3%,-22.2%,42.8,11.4%,7.3%,-4.8%,13.9%
CCCSc1nsc(NC(=O)CCC)n1,i,2.0%,2.2%[7.66 µM],-13.2%,-5.7,12.1%[9.22 µM],?,-0.3%,3.2%
CCc1ccc(-n2nc(C)c3c(C(=O)Nc4cc(OC)cc(OC)c4)cc(C)nc32)cc1,·,?,5.01µM*,-32.9%,·,5.1%[9.22 µM],8.1%,·,·
O=[N+]([O-])c1nn(-c2cccc(Cl)c2)n(O)c1=NCc1cccnc1,i,·,22.4%,i,-20.5,11.2µM*,-20.6%,-2.8%,1.8%
Cc1cccc(N2CCN(S(=O)(=O)c3c(C(=O)N4CCCCC4)c(C)n(C)c3C)CC2)c1C,i,39.5%,?,-35.3%[inhibitor],0.4,1.4%,22.2%,4.3%,-1.3%
O=S(=O)(c1cccc(Cl)c1)c1nnn2c1nc(NC1CCCC1)c1sccc12,·,-8.1%,12.5%,i,·,5.5%,22.6%,·,·
Cc1ccc(NC(=O)N(CCCN2CCOCC2)Cc2cccs2)cc1C,i,-8.2%,?,i,-68.3*,12.5%,4.3%,1.0%,-1.3%
Cc1nc(SCC(=O)Nc2c(C)n(C)n(-c3ccccc3)c2=O)[nH]c(=O)c1C,i,-13.0%,-9.9%,-17.5%[57.5 µM],8.3,2.7%,5.4%,-0.9%,-2.9%
COc1ccc(C(=O)N/C(=C\c2ccc(Cl)cc2)C(=O)NCCN2CCOCC2)cc1,i,-7.9%,8.6%,-16.7%,5.0,19.8%,9.8%,6.6%,4.7%
CN(C)c1cc[n+](CC(=O)Nc2ccc(Cl)c([N+](=O)[O-])c2)cc1,i,-2.9%,-16.4%,i,-12.7,-7.2%,4.2%,3.6%,-6.8%
COc1ccc(/C=C/C(=O)OCC(=O)NCc2ccccc2)cc1OC,i,0.7%,?,-41.8%[inhibitor],-5.2,15.4%,10.9%,1.0%,14.4%
Cc1cccc(NC(=O)CNC(=O)COc2ccc(-c3ccc(C#N)cc3)cc2)c1C,i,19.6%,-18.2%,-29.7%,5.2,10.5%,1.2%,1.4%,7.2%
O=c1c2ccccc2sn1-c1ccc(S(=O)(=O)N2CCCCC2)cc1,i,-25.7%,-3.2%,-15.7%[57.5 µM],8.8,-4.8%,-12.7%,2.5%&1.8%&-8.6%,-1.0%
Cn1c(=O)c(C(=O)CSc2nnc(Nc3ccccc3)s2)c(N)n(Cc2ccccc2)c1=O,i,·,-1.4%,-24.0%,200.3,6.9%,-6.8%,-3.4%,-9.3%
Cc1cccc(-n2c(SCC(=O)NCC3CCCO3)nc3ccccc3c2=O)c1C (stereo not given),i,-0.8%,-22.3%,-4.5%,7.8,7.8%,4.7%,11.9%,0.1%
CCCCOc1ccc(Cc2c(Cl)nc(SC)nc2N2CCOCC2)cc1,i,·,?,-44.3%[inhibitor],0.0,21.9%,11.5%,5.4%,-4.4%
COc1cccc(-c2nc(SCC(=O)Nc3ccc4c(c3)OCO4)c(-c3ccccc3)[nH]2)c1,·,?,?,-19.3%,·,22.4µM*,24.8%,·,·
COc1cc(C(=O)/C=C/c2cccnc2)c([N+](=O)[O-])cc1OC,i,-9.2%,?,-43.3%[inhibitor],-73.4*,22.2%,-38.4%[inhibitor],-1.6%,-7.2%
Cc1ccc(Cl)cc1NC(=O)CSC(N)=O,i,16.8%,-22.3%,-10.7%[57.5 µM],-67.9*,?,5.0%,-9.2%,-10.8%
CCOc1ccc(NC(=O)c2cc(S(=O)(=O)N3CCCC3)c[nH]2)cc1,·,-2.0%,-10.4%,i,·,4.4%,-2.4%,·,·
CCc1noc(C)c1C(=O)Nc1nc(-c2ccc(Cl)cc2Cl)cs1,i,·,?,-35.7%[inhibitor],49.0,17.9%,9.3%,-11.5%,-1.7%
COc1cc(NC(=O)C2CCCN(S(=O)(=O)c3ccc4c(c3)oc(=O)n4C)C2)c(C(=O)O)cc1OC (stereo not given),·,-20.5%,-5.6%,-24.6%,·,4.9%,-8.4%,·,0.0%
COC(=O)C[C@@H]1C=C[C@H](NC(=O)Nc2ccc(F)cc2)[C@@H](CO)O1,i,7.6%,20.5%,-6.9%,8.8,17.3%,-1.2%,0.8%,·
Cc1ccc(NC(=O)NCCCN2CCOCC2)cc1,i,-53.4%,9.4%,i,48.0,8.0%,11.9%[9.22 µM],-5.6%,-7.4%
Cc1ccc(-c2noc(CN(C3CCCCC3)S(=O)(=O)c3ccc(F)cc3)n2)cc1,·,4.1%,?,-52.9%[inhibitor],·,2.1%,-4.9%,·,·

# Whole records as entered above. Order of screens: Akt phos inh, FUS suppressor, GLP1R inv ag, PTHR1 agonist, D3 antag, TDP-43 yeast inh, Abeta yeast res, aSyn rescue, GLP-1R agonist
# COC(=O)C[C@@H]1C=C[C@H](NC(=O)Nc2ccc(F)cc2)[C@@H](CO)O1 is entered as i, 7.6%, 20.5%, -6.9%, 8.8, 17.3%, -1.2%, 0.8%, ·
# Cc1ccc(NC(=O)NCCCN2CCOCC2)cc1 is entered as i, -53.4%, 9.4%, i, 48.0, 8.0%, 11.9%[9.22 µM], -5.6%, -7.4%
# O=S(=O)(c1cccc(Cl)c1)c1nnn2c1nc(NC1CCCC1)c1sccc12 is entered as ·, -8.1%, 12.5%, i, ·, 5.5%, 22.6%, ·, ·

# The list continues.
SMILES,Akt phos inh,FUS suppressor,GLP1R inv ag,PTHR1 agonist,D3 antag,TDP-43 yeast inh,Abeta yeast res,aSyn rescue,GLP-1R agonist
Cc1cc(C)c(OCC(O)CN2CCN(c3ccccn3)CC2)c(C)c1 (stereo not given),i,-18.9%,?,-22.3%,0.3,8.7%,-3.4%,-1.9%,-0.2%
CCOc1ccccc1NC(=S)C(=C([O-])c1ccc2c(c1)OCCO2)[n+]1ccc(CC)cc1,i,?,?,i,-0.4,-22.6%,-0.7%,-2.1%,-0.4%
COc1ccc(N(CCC#N)S(=O)(=O)c2cccc3nsnc23)cc1,i,-11.8%,10.6%,i,-6.1,4.6%,10.8%,3.4%,-3.1%
C=CCn1c(SCC(=O)NC2CC2)nnc1-c1cccs1,i,0.4%,290.9%[activator],-3.2%,11.8,-6.2%,2.8%,-0.4%,0.4%
O=C(Nc1ccc(F)cc1)c1cc2cc(Cl)ccc2[nH]1,i,-16.7%,2.5%,-2.8%,16.7,4.1%,-3.3%,-0.3%,-1.2%
COc1ccccc1/C=C/C(=O)OCC(=O)NC1CCCCCCC1,i,·,-21.8%,i,-26.8,?,-9.9%,0.4%,0.0%
O=C(N/N=C/c1cccc(O)c1)c1ccc(COc2cccc3cccnc23)cc1,i,-10.5%,7.4%,-9.9%,6.8,9.5%,-14.0%,0.7%,15.4%
O=c1cnn(Cc2ccc(Cl)c(Cl)c2)c2ccccc12,i,22.8%,?,-24.3%,1.1,?,?,20.2%,14.9%
Cc1ccc(NC(=S)NN2CCN(C)CC2)c(C)c1,i,1.2%,2.9%,-20.5%,11.5,1.2%,-2.3%,-0.2%,-2.2%
O=C(NCc1ccccc1Cl)c1ccc(CS(=O)(=O)c2ccccc2)o1,i,0.8%,3.1%,-16.0%,?,-12.9%,-10.3%,0.2%,-2.5%
COCOCCn1cc(CN2CCS(=O)(=O)N(Cc3ccc(-c4ccc(OC)nc4)cc3)C(C)C2=O)nn1 (stereo not given),i,16.7%,16.6%,-33.0%[inhibitor],1.0,12.0%,6.5%,-3.0%,-4.7%
CC12CCC(=O)N1C(C(=O)Nc1nc(-c3ccccc3)cs1)CS2 (stereo not given),i,-8.7%,-28.0%,-1.4%,3.0,29.9%,3.0%,4.6%,-8.1%
CCCN1CCN(c2nc(-c3cccs3)nc3ccccc23)CC1,i,·,-31.5%,i,-15.5,-9.8%,-1.3%,4.4%,0.0%
COc1ccc(C)cc1Nc1n[n+](-c2ccccc2)c(-c2c(Cl)cccc2Cl)s1,i,1.0%,?,-43.0%[inhibitor],-87.4*,14.6%,0.5%,1.4%,-2.6%
Cc1ccc(S(=O)(=O)N(CCO)Cc2cc3ccc(C)c(C)c3[nH]c2=O)cc1,·,31.7%,30.7%[activator],i,-8.5,-19.6%,-15.5%,-7.4%,0.3%
CCc1ccccc1NC(=O)CN1C(=O)CCSc2ccc(S(=O)(=O)N3CCCC3)cc21,·,3.6%,4.1%,i,·,5.8%,-6.7%,·,·
Cc1ccc(NC2(C#N)C(=O)Nc3ccccc32)cc1 (stereo not given),i,-34.1%,2.7%,i,-5.3,4.3%,8.7%,-2.2%,-1.4%
Cc1cccc(N=CC=C2OC(C)(C)C(C)(C)O2)c1,i,37.6%,?,i,14.3,1.3%,7.0%,-2.1%,5.0%
Cc1cc2cc(OCc3ccccc3)ccc2n1C,i,31.6%,1.6%,-57.6%,-25.5,-0.4%,-0.7%,-1.9%,-4.8%
CC1SC(c2ccc(Cl)cc2)NC1=O (stereo not given),i,-8.0%,-11.6%,i,-11.3,0.9%,-1.2%,0.4%,8.1%
Cc1ccc(-c2c(C(=O)c3ccc(Br)cc3)[nH]c(N)c2C(=O)NCc2ccc(Cl)cc2)cc1,i,15.7%,12.7%,i,24.7,12.6%,3.8%,2.5%,3.0%
